Cneo AK release – Cryptococcus neoformans lysis via adenylate kinase release; lysis activity, % at 15 µM; 360,000 tested, 0.2% active; AID 651654; C. neoformans lysis, adenylate kinase release luminescence, 4 h; normalised: neutral wells 0, clomiphene wells 100;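 active = mean lysis activity across replicates of at least 80%, whatever share of replicates individually reach that level; inactive = mean lysis activity below 80%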
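Material – Cryptococcus neoformans yeast cells · Quantity – 5 × 10^6 yeast cells/mL · Buffer or medium – YPD medium · Compound – single dose · Timing – 4 h static compound exposure, 37 °C, read 1 h post-reagent · Signal – adenylate kinase release luminescence · Read-out basis – lysis from increased AK signal · Benchmarks – Clomiphene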
Statin myotox sup – suppressors of simvastatin-induced myotoxicity in C2C12 myotubes. ATP luminescence, 48 h; scaled: DMSO 0, geranylgeraniol control 100. rescue of ATP level, % at 7.49 µM. 330,000 tested, 0.78% active. AID 602340;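 active = mean ATP rescue above about 67%, or every replicate alone reaching that limit, limit read from the data, passing the limit was not always enough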;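 also: myotubes were challenged with 10 µM simvastatin during compound exposure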
The depositor's hits bear a star. This is a subset; rates above refer to the full screens.

SMILES	Cneo AK release	Statin myotox sup
CCc1ccnc(NC(=O)Nc2ccc(OCc3ccccc3)cc2)c1	4	-17
CCOC(=O)C1CCN(Cc2coc3c(Cl)cc(Cl)cc3c2=O)CC1	13	-3
c1cncc(-c2nnc3sc(C4CCCCC4)nn23)c1	0	15
COC(=O)C1=C(C)N(Cc2ccccc2)C(=NCC(C)C)N[C@H]1c1cccc(C(F)(F)F)c1	17	-38
COC(=O)C1C(=O)CC(C)(O)C(C(=O)OC)C1c1ccc2c(c1)OCO2 (centres undefined)	0	1
CCn1c(SCC(=O)NCCc2ccccc2)nnc1-c1ccco1	3	1
COc1ccc(Cl)cc1NC(=O)CN1C(=O)CCS(=O)(=O)c2ccccc21	-1	2
CCOC(=O)[C@@H]1[C@H]2COc3ccccc3[C@H]2N2C(=O)N(c3ccccc3)C(=O)[C@]12C	-4	10
CC1=C(CC(=O)c2ccccc2)C(=O)c2ccccc2C1=O	-9	-82
COc1ccc(NC(=S)N2N=CCC2c2ccccc2)cc1 (centres undefined)	-3	3
Cc1ccc(C(=O)NC(=S)Nc2ccccc2N2CCOCC2)cc1C	2	-16
Cc1ccc(C)c(CSc2nnc([C@@H](N)C(C)C)o2)c1	3	3
COc1ccc(Oc2nc(C)cc(C)c2C#N)cc1	-1	9
COc1ccccc1-n1c(C)nnc1SCC(N)=O	-1	3
COc1cc(-c2nnc(COc3ccc4ccccc4c3)o2)cc(OC)c1OC	0	-7
C/C(=N\OC(=O)NC1CCCCC1)c1sc(-c2ccccc2)nc1C	-1	-11
COCCNC(=O)Cn1nc(-c2ccc(C)cc2)ccc1=O	-1	7
O=S(=O)(c1ccc(F)cc1)N1CCC(N2CCCCCC2)CC1	0	0
COC(=O)C1=C(C)N(Cc2ccccc2)C(=NCc2cccc(C(F)(F)F)c2)N[C@H]1c1cccc(C(F)(F)F)c1	7	-27
C#CCOCCOCCOCCNc1nc(N2CCN(C(=O)CCCCCCCCCCNC(=O)[C@H](CCCCN)n3cc(CCCC(=O)O)nn3)CC2)nc(N2CCN(C(=O)CCCCCCCCCCNC(=O)[C@H](CCCN=C(N)N)n3cc(C[C@@H](C)CC)nn3)CC2)n1	4	-10
Cc1cc(N2CCN(C(=O)Nc3ccc(F)cc3F)CC2)c2ccccc2n1	2	15
COCCNC(=O)c1ccc(Cn2c(=S)[nH]c3cc4c(cc3c2=O)OCO4)cc1	0	3
N=c1c(C(=O)NC2CCCC2)cc2c(=O)n3ccccc3nc2n1CCN1CCOCC1	5	-10
CCOC(=O)C1=NN(c2ccccc2)C(=O)/C1=C\c1ccc(N(C)C)cc1	-1	11
Cc1cc(C)n2cc(CSc3nc4cc(Cl)ccc4o3)nc2n1	2	13

Pulled by structure from above, 2 records:
SMILES	Cneo AK release	Statin myotox sup
CCn1c(SCC(=O)NCCc2ccccc2)nnc1-c1ccco1	3	1
C/C(=N\OC(=O)NC1CCCCC1)c1sc(-c2ccccc2)nc1C	-1	-11

More entries.
SMILES	Cneo AK release	Statin myotox sup
CCc1c(C)[nH]n(-c2ccc(Oc3ccccc3)c(S(=O)(=O)O)c2)c1=O	0	2
Cc1cc(NS(=O)(=O)c2ccc(NC(=O)CCc3ccccc3)cc2)no1	1	-1
CSc1nc2ccc(S(=O)(=O)N(C)C)cc2s1	6	-18
Cn1c(CN2CCCCC2)nc2cc(NC(=O)c3ccc(F)cc3)ccc21	-1	-19
CCCCCCCCCCOC(=O)Cn1c(COc2cccc(OC)c2)[n+](C)c2ccccc21	10	-62
COc1ccc(-n2c(SCC(=O)Nc3nccs3)nc3sc4c(c3c2=O)CCN(C)C4)cc1	-4	-6
Cc1ccc(N(CC(=O)NCCSCc2ccco2)S(=O)(=O)c2ccc(C)cc2)cc1	1	33
NCCCCCc1nnc(SCc2ccc(Cl)cc2Cl)o1	2	13
COc1ccccc1/C=C1\SC(=S)N(CCC(=O)NNC(=O)c2ccccc2O)C1=O	-6	17
Cc1ccccc1-c1c(C)oc2cc(O)ccc2c1=O	0	-2
COc1ccc(-n2ccnc(SCC(=O)NC3CCCCC3)c2=O)cc1	1	13
CCC(Oc1ccccc1)C(=O)Nc1ccc(S(=O)(=O)Nc2cnc3ccccc3n2)cc1 (centres undefined)	-3	36
CS(=O)(=O)NCCCNc1ccc(Cl)cc1[N+](=O)[O-]	5	-2
CC(C)Cn1c(N)c(S(=O)(=O)c2cccs2)c2nc3ccccc3nc21	-1	-4
N#Cc1c(N)nc(N2CCCC2)c(C#N)c1-c1ccc(Cl)cc1	3	-15
O=C(CSc1nnc(-c2ccc(OC(F)F)cc2)o1)N1CCOCC1	-1	6
Cc1ccc(C2C(C(=O)c3sc(C)nc3C)=C(O)C(=O)N2CCN2CCOCC2)o1 (centres undefined)	3	-17
CC#CCCCC(=O)Nc1ccc(C(=O)O)cc1	1	8
Nc1ccn(-c2ccccc2)c(=O)c1	-1	-8
CCN1CCN(C(c2ccc(F)cc2)c2nnnn2Cc2cccs2)CC1 (centres undefined)	8	3
CC1CCCN(C(=O)C2CCCN(S(=O)(=O)c3cccc4nsnc34)C2)C1 (centres undefined)	3	-2
CCCCSc1[nH]c(=O)c(C(=O)OCC)cc1C#N	1	2
CCOc1ccc2[nH]c(C)c(CN3CCN(C)CC3)c(=O)c2c1	0	-4
CCN1CCN(c2ccc(S(=O)(=O)N3CCCCC3)cc2NC(=O)COc2cc(C)ccc2Cl)CC1	0	-17
C#CCOCCOCCOCCNc1nc(N2CCN(C(=O)CCCCCCCCCCNC(=O)[C@@H](CCSC)n3cc(CCO)nn3)CC2)nc(N2CCN(C(=O)CCCCCCCCCCNC(=O)[C@H]([C@@H](C)CC)n3cc(CCCCN=C(N)N)nn3)CC2)n1	4	-169

One compound at a time (already shown). Order of values: Cneo AK release, Statin myotox sup
CCC(Oc1ccccc1)C(=O)Nc1ccc(S(=O)(=O)Nc2cnc3ccccc3n2)cc1 (centres undefined) is entered as -3, 36
COc1ccc(-n2c(SCC(=O)Nc3nccs3)nc3sc4c(c3c2=O)CCN(C)C4)cc1 is entered as -4, -6
COc1ccc(-n2ccnc(SCC(=O)NC3CCCCC3)c2=O)cc1 is entered as 1, 13

Remaining list, next part.
SMILES	Cneo AK release	Statin myotox sup
COC(=O)c1c(NC(=O)CSc2nnc(CNc3ccc(Cl)cc3)o2)sc(C)c1C	-3	8
Cc1ccc2c(c1)NC(=O)C(CC(=O)Nc1ccc(CN3CCC(C)CC3)cc1)O2 (centres undefined)	-4	3
Cc1cccc(OCc2nnc(SCC(=O)N3c4ccccc4CC3C)n2C)c1C (centres undefined)	15	23
CC(C)C(=O)Nc1ccc2c(c1)C(=O)N(CCC(=O)O)C2=O	2	5
OC(C#CCN1CCCCC1)c1ccccc1 (centres undefined)	-2	1
Cn1nnnc1SCC(=O)c1ccco1	-3	3
COc1ccc2c(c1)c(=O)c(Br)c(C)n2Cc1ccccc1	-2	-19
CN(C)c1ccc(CNC(=O)CCS(=O)(=O)c2ccc3c(c2)n(C)c(=O)c(=O)n3C)cc1	7	13
CCCc1nnc(NC(=O)Cn2c(=O)sc3ccccc32)s1	-1	-14
CC(C)(C)OC(=O)N1CCN(c2ccc(CNC(=O)c3ccc(Cl)cc3)cc2)CC1	0	11
C[C@@]12C(=O)Nc3cc(F)c(F)cc3C(=O)N1[C@H]1c3cc(Cl)ccc3OC[C@@H]1[C@@H]2c1ccccc1	2	-12
NC(=S)NNc1cccc(Cl)c1	-9	7
O=C(CSc1nnc(-c2cccs2)o1)N1CCCc2ccccc21	0	-5
CC(=O)N(CN1C(=O)c2ccc([N+](=O)[O-])cc2C1=O)c1ccc(F)cc1	11	-2
Cc1cccc(-n2nnnc2SCC(=O)c2cc(C)n(Cc3ccco3)c2C)c1	1	-5
Cc1ccc(-n2nc(C)c3c2OC(N)=C(C#N)C3c2ccccc2F)cc1 (centres undefined)	-1	8
CC1(C(=O)NS(=O)(=O)C2CC2)CCN(C(=O)C2(c3ccc(Cl)cc3)CCCC2)C1 (centres undefined)	-2	8
COc1ccccc1CN(C)C(=O)C1COc2ccccc2O1 (centres undefined)	6	4
COc1ccc2c(CC(=O)Nc3nnc(C4CC4)s3)coc2c1	-3	32
Cc1ccc(-c2nnc(NC3CCCCC3)c3ccccc23)cc1S(=O)(=O)N1CCN(C)CC1	2	-16
O=c1c2c3c(sc2nc2n1CCC2)CCC3	2	-4
Cc1ccc(S(=O)(=O)Cc2ccc(C(=O)N3CCN(c4cc(C)ccc4C)CC3)o2)cc1	-2	-83
COC(=O)c1cc(C(=O)OC)cc(N2C(=O)CC(Sc3nc(C)cc(C)n3)C2=O)c1 (centres undefined)	0	-9
CCc1nc(SCC(=O)c2ccc(C)c(C)c2)n[nH]1	1	-8
c1coc(-c2nnc3sc(-c4cccs4)nn23)c1	-1	11
(further entries)
SMILES	Cneo AK release	Statin myotox sup
O=C1OCCN1CCN(CN1C(=O)CCC1=O)CN1C(=O)CCC1=O	-1	-3
O=C1C=C(c2ccc3cc[nH]c3c2)C[C@@H](c2ccc3c(c2)OCO3)C1	-4	-3
Cc1cnc(C(=O)OCC(=O)N2CCc3ccccc3C2)cn1	0	41
CCNC(=O)C1CCCN(Cc2ccc(C)c3ccccc23)CC1 (centres undefined)	2	5
CN(C)c1nc(OCCNC(=O)COc2ccc(Cl)cc2Cl)nc(N2CCOCC2)n1	5	4
Cc1ccc(C2C(C(=O)c3ccco3)=C(O)C(=O)N2c2nnc(C)s2)cc1 (centres undefined)	1	0
Cc1cc(OCC(C)C)ccc1/C(O)=C1/C(=O)C(=O)N(Cc2cccnc2)C1c1ccncc1 (centres undefined)	-2	4
C#CCOCCOCCOCCNc1nc(N2CCN(C(=O)[C@H]([C@@H](C)CC)n3cc([C@@H](N)CO)nn3)CC2)nc(N2CCN(C(=O)[C@H](Cc3ccc(O)cc3)n3cc([C@@H](N)C(C)CC)nn3)CC2)n1 (some centres undefined)	2	13
CC1CCN(CC(=O)N2CC(=O)Nc3ccccc32)CC1	5	2
Cc1ccccc1Nc1nc(N)nc(COC(=O)C(NC(=O)c2ccco2)C(C)C)n1 (centres undefined)	-1	-12
CC1CCCN(Cc2nc3c(c(=O)n(C)c(=O)n3C)n2CC(N)=O)C1 (centres undefined)	-4	4
Cc1c(Cl)cccc1-n1c(SCC(=O)N(C)Cc2ccccc2)nnc1-c1ccncc1	-3	1
CCOC(=O)CNC(=O)Cn1cnc2c(nnn2-c2cccc(Cl)c2)c1=O	4	42
Cn1nnnc1SCc1ccc(C(=O)Nc2ccc(Br)cc2)cc1	0	-6
CC(=O)Nc1sc2c(c1-c1nc3ccccc3s1)CCN(C(C)C)C2	-5	-91
Cc1cccc(Cc2nnc(NC(=O)c3cccc(S(=O)(=O)N4CCOCC4)c3)s2)c1	0	-8
CCOP(=O)(c1ccc(N(C)C)cc1)C(O)c1ccccc1OC (centres undefined)	-1	14
COc1ccc(S(=O)(=O)Nc2ccc(Cc3ccncc3)cc2)cc1C	6	0
O=C(CN(Cc1cccs1)C(=O)CNS(=O)(=O)c1ccc(Cl)cc1)NCc1ccco1	4	-3
CN(c1ccccc1C(=O)O)S(C)(=O)=O	-3	0
COC(=O)c1cc(OC)c(OC)cc1NC(=O)CSc1nnc(-c2cccnc2)n1C	2	8
CN(C)C(=O)CSc1nnc(Cc2ccc([N+](=O)[O-])cc2)o1	-1	8
CCOC(=O)C(C)Oc1cccc2c(=O)n(CC(=O)NCc3ccco3)ccc12 (centres undefined)	2	4
CN(C)c1ncc(S(=O)(=O)c2ccccc2)c(-c2ccc(Cl)cc2Cl)n1	0	-8
CC(C)CN(CCC(=O)O)CC(C)C	-1	4
Remaining list, next part:
SMILES	Cneo AK release	Statin myotox sup
CCCc1noc2c1/C(=N\O)CC(c1ccccc1)C2 (centres undefined)	0	-3
O=C1c2ccccc2C(=O)N1OCc1ccccc1	-2	-4
CCCCNC(=S)N/N=C/c1ccc(C)s1	5	-5
CCS(=O)(=O)N1CCN(C(=O)COc2ccc(-c3ccccc3)cc2)CC1	1	-2
CCOC(=O)c1cnn(-c2cc(Oc3ccccc3C)ncn2)c1N	-3	-22
CCCN(CC(=O)Nc1ccccc1C)C(=O)c1ccc(-c2ccc(C(C)=O)cc2)o1	-2	11
CC/C(=N\O)C(C)(C)/[N+]([O-])=C/c1ccc(Br)cc1	0	15

Quoted from above, seven compounds:
SMILES	Cneo AK release	Statin myotox sup
CCOC(=O)C(C)Oc1cccc2c(=O)n(CC(=O)NCc3ccco3)ccc12 (centres undefined)	2	4
CN(C)c1ncc(S(=O)(=O)c2ccccc2)c(-c2ccc(Cl)cc2Cl)n1	0	-8
CC(C)CN(CCC(=O)O)CC(C)C	-1	4
CCCc1noc2c1/C(=N\O)CC(c1ccccc1)C2 (centres undefined)	0	-3
O=C1c2ccccc2C(=O)N1OCc1ccccc1	-2	-4
CCCCNC(=S)N/N=C/c1ccc(C)s1	5	-5
CCS(=O)(=O)N1CCN(C(=O)COc2ccc(-c3ccccc3)cc2)CC1	1	-2

Screening results deposited in PubChem BioAssay by Broad Institute.
